Bioassay records from PubChem.
VLA-4 inh: inhibition in a human VLA-4 binding assay. hit rate 0.2% among 330,000. AID 2557. P13612. inhibition, % (about 7 µM as worked out from the volumes in the protocol). VLA-4 expressing cells, ligand binding flow cytometry; in the data active = inhibition above about 50%
MEX-5 binding: C. elegans MEX-5 TCR-2 RNA binding activity. Q9XUB2. MEX-5/FITC-TCR2 RNA binding, fluorescence polarization; active compounds read low. activity score (negative = inhibition of binding), % at 10 µM. hit rate 0.38% among 300,000. AID 1832;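 active = inhibition past about -25% in most replicates, and total fluorescence under double the plate's negative control median, limit read from the data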;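 note: 0% = DMSO and -100% = 5 µM competing unlabeled TCR2 RNA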
Yeast superoxide: lowers age-related superoxide in aged yeast cells; hit rate 0.18% among 330,000; S. cerevisiae aged cells, superoxide DHE fluorescence; active compounds read low; superoxide response (% of plate mean), % at 10 µM; AID 2690;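 active = superoxide response under a set limit, about three screen SD below normal, cut at about 65% in these data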;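 note: yeast aged for seven days with compound at 30 °C before DHE staining; 100% = average MFI of all compound-treated wells on the plate with controls excluded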
Bcl-xL primary: blocks human Bcl-xL binding to Bim BH3 peptide; AID 2129; inhibition, % at 10.9 µM; hit rate 0.7% among 320,000; GST-Bcl-xL / FITC-Bim BH3 peptide fluorescence polarization; Q07817;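 active = inhibition above the mean of all tested compounds plus 3 SD, cutoff set per campaign, cut at about 30% in these data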;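 note: 0% = DMSO wells and 100% = unlabeled Bim-BH3 peptide competitor; inhibitors lower millipolarization by displacing the labeled peptide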
Target sequence (Q07817 whole entry, looked up): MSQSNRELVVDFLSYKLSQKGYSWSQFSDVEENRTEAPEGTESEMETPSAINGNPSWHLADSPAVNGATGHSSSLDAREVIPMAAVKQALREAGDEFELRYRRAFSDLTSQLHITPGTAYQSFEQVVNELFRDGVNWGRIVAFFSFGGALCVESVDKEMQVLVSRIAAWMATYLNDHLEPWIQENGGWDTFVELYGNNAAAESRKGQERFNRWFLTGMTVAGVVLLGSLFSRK
MCL1 BIM primary: inhibitors of human MCL1 binding to BIM-BH3 peptide; GST-MCL1 / FITC-Bim-BH3 fluorescence polarization; inhibition, % at 10.9 µM; hit rate 0.68% among 320,000; AID 2057;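 active = inhibition above the mean inhibition of all tested compounds plus 3 SD, set per campaign, cut at about 40% in these data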;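 note: 0% = DMSO wells and 100% = unlabeled Bim-BH3 peptide control; higher means more loss of mP so more displacement of Bim peptide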
GRK2 inh: human GRK2 inhibition via aptamer displacement; inhibition of aptamer binding, % at 10 µM; hit rate 0.59% among 330,000; P25098; bead flow cytometry, FAM-aptamer displacement from GRK2;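 active = inhibition of aptamer binding above 40%, roughly 3 SD of noise, on plates passing a quality check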;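 note: median bead fluorescence of bound FAM aptamer so fluorescent compounds give negative values; no value below 0 was filed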
Target sequence (P25098 whole entry, looked up): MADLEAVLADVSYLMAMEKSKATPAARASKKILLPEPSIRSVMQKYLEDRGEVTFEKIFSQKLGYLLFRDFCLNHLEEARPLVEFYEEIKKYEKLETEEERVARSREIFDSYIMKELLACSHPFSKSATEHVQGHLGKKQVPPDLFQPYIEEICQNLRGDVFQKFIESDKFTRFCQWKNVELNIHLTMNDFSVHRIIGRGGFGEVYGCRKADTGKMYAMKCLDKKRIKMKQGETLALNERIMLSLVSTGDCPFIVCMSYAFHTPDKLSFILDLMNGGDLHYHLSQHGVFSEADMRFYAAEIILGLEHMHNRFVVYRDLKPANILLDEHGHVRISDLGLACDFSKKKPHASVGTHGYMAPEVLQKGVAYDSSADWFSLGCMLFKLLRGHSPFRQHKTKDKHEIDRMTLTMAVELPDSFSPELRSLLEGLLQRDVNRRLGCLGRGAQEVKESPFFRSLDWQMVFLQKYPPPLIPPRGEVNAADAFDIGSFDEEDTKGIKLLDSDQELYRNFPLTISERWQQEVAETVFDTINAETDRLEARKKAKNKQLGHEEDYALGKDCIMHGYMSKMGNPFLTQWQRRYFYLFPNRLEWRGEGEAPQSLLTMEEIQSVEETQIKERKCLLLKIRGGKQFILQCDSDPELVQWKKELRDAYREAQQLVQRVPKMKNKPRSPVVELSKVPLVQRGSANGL
CIT2 TOR yeast: modulators of TOR pathway CIT2-GFP in S. cerevisiae. S. cerevisiae CIT2-GFP strain, flow cytometry, 3 h; 100 means same as DMSO wells. GFP response vs DMSO, % at 10 µM. hit rate 0.065% among 320,000;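 active = GFP response relative to DMSO above a set limit, near the screen mean plus 3 SD, cut at about 150% in these data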;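 note: ratio of well median GFP fluorescence to mean of DMSO wells on the plate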
GLD-1 RNA inh: GLD-1-TGE RNA interaction inhibition (C. elegans); hit rate 0.44% among 320,000; purified GLD-1 + fluorescein TGE RNA, fluorescence polarization; inhibition, % at 5.96 µM; AID 2280;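 active = percent inhibition above a per-plate cutoff, the plate mean of test compounds plus 3 SD, cut at about 30% in these data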;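 note: 0% = DMSO wells with GLD-1 and probe and 100% = wells lacking GLD-1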
AGP1 TOR yeast: alters AGP1-GFP fluorescence in TOR pathway yeast screen | S. cerevisiae AGP1-GFP multiplex flow cytometry, 3 h; GFP as percent of DMSO wells | GFP response vs DMSO, % at 10 µM | hit rate 0.02% among 320,000 | AID 2066;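 active = GFP response relative to DMSO above a set limit, near screen average plus 3 SD, cut at about 150% in these data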;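 note: median GFP channel fluorescence of the gated AGP1 strain per well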
The depositor's hits bear a star; · = no result given.

molecule	VLA-4 inh	MEX-5 binding	Yeast superoxide	Bcl-xL primary	MCL1 BIM primary	GRK2 inh	CIT2 TOR yeast	GLD-1 RNA inh	AGP1 TOR yeast
COc1ccc(NC(=O)Cn2cnc3c(cnn3-c3ccc(C)c(C)c3)c2=O)c(OC)c1	7.8	-0.3	100.1	1.0	-5.5	0.0	103.4	-2.6	·
CCOC(=O)C[C@H]1c2ccccc2S(=O)(=O)N1Cc1cc(OC)c(OC)c(OC)c1	-1.4	1.7	94.3	6.9	12.2	5.0	90.3	0.0	84.2
C#CCOCCOCCOCCNc1nc(N2CCOCC2)nc(N2CCN(C(=O)[C@H](CCCCN)n3cc(CN)nn3)CC2)n1	-4.8	·	85.4	·	·	0.0	79.7	2.0	92.3
CCOc1ccc(CC(=O)NNC(=S)NC)cc1	-5.1	3.6	90.6	9.8	8.3	0.0	94.9	4.2	94.4
CCC(=O)Nc1ccc(Cl)c(NC(=S)NC(=O)COc2ccc(Cl)cc2)c1	-1.1	-0.1	93.1	0.8	0.6	0.0	98.3	1.3	95.9
O=C(NCC1COCCO1)c1cc(COc2c(F)cccc2F)on1 (centres undefined)	11.8	-0.6	115.6	-0.2	9.1	2.0	·	-0.1	98.5
COc1cccc(COC(=O)c2ccc3c(c2)NC(=O)C(C)S3)c1OC (centres undefined)	-5.9	2.3	84.7	3.3	-0.8	2.0	109.5	6.4	108.3
NC(=O)c1cn(-c2ccccc2)nc1-c1cc2ccccc2oc1=O	10.5	-3.5	109.5	-4.9	-4.4	1.0	100.4	-4.4	99.2
Cc1cccc(C)c1NC(=O)Cn1cc(C=O)c2ccccc21	4.8	-0.3	102.0	·	·	0.0	103.4	·	100.7
CCCNC(=O)CCC(NS(=O)(=O)c1ccc(C)cc1)C(=O)NCCC (centres undefined)	1.7	-4.2	91.7	-0.7	2.0	7.0	91.1	3.8	106.9
Cc1ccc(NC(=O)NCCSc2ccc(C)cc2)cc1	0.5	-0.6	92.9	1.8	1.5	2.0	75.1	4.0	92.9
CCCCC(=O)Nc1nnc(SCC(=O)NC2CCCC2)s1	-4.6	-1.8	99.1	4.7	4.9	0.0	101.2	-1.5	99.7
COc1ccc(NC(=O)CN(C)C(=O)/C=C/c2ccc(OCc3ccccc3)cc2)cc1	0.0	0.7	82.1	-0.2	-8.2	1.0	105.5	5.2	110.8
C[C@H](NC(=O)C1CC(=O)N(c2ccc(F)cc2)C1)C(=O)N1CCCCC1 (some centres undefined)	1.2	0.1	93.2	-0.3	-2.2	3.0	95.1	-2.8	97.8
CCOc1cc(CN2CCN(Cc3ccc(C)o3)C(CCO)C2)ccc1OC (centres undefined)	-0.8	-0.7	85.7	-1.9	-2.1	11.0	97.8	-5.0	93.2
O=C(OCC(=O)c1cccc2ccccc12)c1ccc(CO)cc1	0.2	2.2	99.3	8.0	5.9	0.0	95.9	3.1	89.8
CCSC1=C(C#N)C(CC(C)C)C2=C(CCCC2=O)N1 (centres undefined)	2.4	-0.6	120.2	-1.6	-8.9	0.0	104.3	-2.3	106.2
CNC(=O)CSCc1cnn(-c2ccccc2)c1-n1cccc1	4.5	-0.5	114.0	0.5	1.4	0.0	95.4	2.6	93.8
O=C(Nc1cc(C(F)(F)F)ccc1-n1cncn1)C1CC1	8.3	0.6	106.8	-0.9	-2.5	5.0	106.0	2.7	107.8
CCOc1ccccc1NC(=O)CCc1nnc2ccc(N3CCC4(CC3)OCCO4)nn12	1.0	2.0	90.2	4.2	3.4	1.0	99.5	2.4	99.5
CC1CCCC(NC(=O)COC(=O)c2cccc(S(=O)(=O)N3CCCCC3)c2)C1C (centres undefined)	-21.3	·	117.6	0.7	-0.5	4.0	93.3	2.2	86.2
O=S(=O)(c1ccc(-c2csc(-c3cccnc3)n2)cc1)N1CCOCC1	1.9	-3.1	103.0	2.9	1.3	1.0	105.3	-3.9	93.6
CCN1CCN(CC(=O)Nc2ccc(C)cc2C)C(=O)C1=O	2.9	-2.7	95.9	2.8	-0.7	0.0	98.6	0.5	100.3
COc1ccc(CCNC(=O)CSc2nc(C)nc3c2oc2ccccc23)cc1OC	2.6	2.3	86.2	-6.3	-4.4	1.0	97.1	0.0	101.8
CCOC(=O)C1CCN(C(=O)CC2(CC(=O)O)CCCC2)CC1	1.1	-0.8	98.2	-0.4	1.9	0.0	106.0	7.3	104.6
CC(=O)C(Sc1ccc2nnc(-c3ccncc3)n2n1)C(C)=O	28.8	1.4	104.4	4.5	-0.6	0.0	94.9	1.9	103.4
O=C(NC1CCN(S(=O)(=O)c2cccc([N+](=O)[O-])c2)CC1)C1CCCCC1	-4.1	1.3	99.4	-5.7	-6.5	0.0	98.7	-2.6	94.7
Cc1ccc(OCC(=O)N2CCN(c3ccc([N+](=O)[O-])c(N4CCOCC4)c3)CC2)cc1	-21.8	-1.2	115.2	1.3	-8.9	1.0	102.9	-8.8	100.6
COc1ccccc1NC(=O)c1ccc(C(=O)c2ccccc2)o1	-5.5	4.2	94.7	7.8	-6.2	0.0	92.3	4.3	100.8
CCCCNC(=S)Nc1cccc(S(=O)(=O)NC2=NCCC2)c1	-13.0	0.0	90.7	5.3	4.8	1.0	88.7	-7.6	96.5
C=CCN(c1ccccc1)S(=O)(=O)c1cccc(C(=O)Nc2nnc(SCC)s2)c1	6.9	-5.2	102.2	4.3	9.5	0.0	102.7	7.3	99.2
CC(=O)Nc1ccc(NC(=O)c2c(C)nn(-c3ccccc3)c2Cl)cc1C	1.9	0.3	96.8	-3.1	-3.6	0.0	81.2	-4.7	90.0
Nc1ccc(C(=O)OCc2nc3cc4ccccc4cc3[nH]2)cc1	12.4	-1.8	116.0	2.1	-0.1	1.0	98.8	1.1	93.1
COc1ccccc1CCNC(=O)C(=O)NCC1OCCN1S(=O)(=O)c1ccc(OC)c(OC)c1 (centres undefined)	-20.1	-2.8	81.8	7.6	6.4	0.0	100.6	-4.5	106.2
O=C(NCCc1nc(-c2ccccc2)no1)c1ccccc1	6.3	-0.1	102.7	-2.6	4.2	3.0	74.3	7.0	80.0
COc1ccc(S(=O)(=O)NCc2ccco2)c2ccccc12	11.1	0.2	114.0	0.2	-6.9	1.0	79.3	-0.3	71.5
O=C(NCc1ccco1)C(=O)NCC1OCCN1S(=O)(=O)c1ccc(Br)cc1 (centres undefined)	-3.2	1.2	83.5	6.6	0.5	1.0	100.2	-7.0	98.6
CCOC(=O)C1CCCN(Cc2ccc(O)c(OC)c2)C1 (centres undefined)	1.2	-0.9	111.5	2.0	0.3	0.0	105.3	-1.6	97.4
CCN1CCCc2cc(CN(CCN3CCOCC3)C(=S)Nc3cccc(OC)c3)ccc21	0.7	-0.5	83.9	21.3	26.0	2.0	98.6	6.6	97.4
COc1cccc(/C=C/C(=O)N2CCN(S(=O)(=O)c3ccccc3)CC2)c1OC	-6.3	0.1	107.3	-14.7	-22.1	27.0	105.0	4.0	99.5
O=C(Cn1cnc2c(nnn2Cc2ccc(F)cc2)c1=O)NC1CCCC1	5.1	·	99.1	-3.6	2.9	3.0	102.0	-1.0	103.1
Cc1cc(N/N=C/c2cccc(Cl)c2)nc(-n2nc(C)cc2C)n1	12.9	3.2	110.6	2.8	5.2	0.0	86.2	4.5	100.0
Cc1cc(NC(=O)COC(=O)c2cccc(OCc3ccccc3)c2)no1	13.3	1.0	106.4	-5.0	-5.5	0.0	101.7	0.6	106.0
Cc1ccc(C(=O)NCCSCc2ccc(Cl)cc2Cl)cc1[N+](=O)[O-]	2.1	0.0	96.3	12.2	21.4	1.0	102.2	-1.7	103.9
Cc1cccc(OCC(=O)Nc2ccc3c4c(cccc24)CC3)c1C	36.1	1.3	99.5	4.2	-3.3	2.0	92.6	-2.8	95.6
NS(=O)(=O)c1ccc(CCNC(=O)CSCc2ccccc2)cc1	-13.5	0.3	88.6	8.3	3.7	0.0	92.6	-1.8	94.0
Cn1c(SCC(=O)Nc2ccc3nc(SCC(=O)NC4CC4)sc3c2)nnc1-c1ccccc1	10.1	-2.8	91.8	3.2	1.2	9.0	94.1	5.2	99.0
Cc1cc(C)c(OCC(=O)Nc2nc3ccccc3[nH]2)c(C)c1	0.2	-2.3	104.1	2.7	5.1	1.0	93.7	0.5	76.6
O=C(O)C1=C[C@H](c2coc3ccccc3c2=O)C[C@H](OCc2ccc(CO)cc2)O1	·	-1.6	·	2.2	12.9	·	·	-1.9	·
Cc1ccc([N+](=O)[O-])cc1NC(=S)NC(=O)c1cccs1	17.5	-1.9	108.0	5.3	11.3	62.0*	90.4	6.0	89.0
COc1cc(CN2CCCC(C)C2)ccc1OCc1ccccc1 (centres undefined)	0.5	2.1	102.2	4.2	7.0	0.0	100.7	0.4	97.8
CC(c1ccccc1F)n1cc(C(=O)NCc2ccncc2)nn1 (centres undefined)	-2.0	0.4	93.2	5.8	5.5	2.0	103.0	-1.4	97.5

Among those listed so far, these contain a halogen:
molecule	VLA-4 inh	MEX-5 binding	Yeast superoxide	Bcl-xL primary	MCL1 BIM primary	GRK2 inh	CIT2 TOR yeast	GLD-1 RNA inh	AGP1 TOR yeast
CCC(=O)Nc1ccc(Cl)c(NC(=S)NC(=O)COc2ccc(Cl)cc2)c1	-1.1	-0.1	93.1	0.8	0.6	0.0	98.3	1.3	95.9
O=C(NCC1COCCO1)c1cc(COc2c(F)cccc2F)on1 (centres undefined)	11.8	-0.6	115.6	-0.2	9.1	2.0	·	-0.1	98.5
C[C@H](NC(=O)C1CC(=O)N(c2ccc(F)cc2)C1)C(=O)N1CCCCC1 (some centres undefined)	1.2	0.1	93.2	-0.3	-2.2	3.0	95.1	-2.8	97.8
O=C(Nc1cc(C(F)(F)F)ccc1-n1cncn1)C1CC1	8.3	0.6	106.8	-0.9	-2.5	5.0	106.0	2.7	107.8
CC(=O)Nc1ccc(NC(=O)c2c(C)nn(-c3ccccc3)c2Cl)cc1C	1.9	0.3	96.8	-3.1	-3.6	0.0	81.2	-4.7	90.0
O=C(NCc1ccco1)C(=O)NCC1OCCN1S(=O)(=O)c1ccc(Br)cc1 (centres undefined)	-3.2	1.2	83.5	6.6	0.5	1.0	100.2	-7.0	98.6
O=C(Cn1cnc2c(nnn2Cc2ccc(F)cc2)c1=O)NC1CCCC1	5.1	·	99.1	-3.6	2.9	3.0	102.0	-1.0	103.1
Cc1cc(N/N=C/c2cccc(Cl)c2)nc(-n2nc(C)cc2C)n1	12.9	3.2	110.6	2.8	5.2	0.0	86.2	4.5	100.0
Cc1ccc(C(=O)NCCSCc2ccc(Cl)cc2Cl)cc1[N+](=O)[O-]	2.1	0.0	96.3	12.2	21.4	1.0	102.2	-1.7	103.9
CC(c1ccccc1F)n1cc(C(=O)NCc2ccncc2)nn1 (centres undefined)	-2.0	0.4	93.2	5.8	5.5	2.0	103.0	-1.4	97.5
